Screening data: PubChem BioAssay, several laboratories
HIF-2a inh – HIF-2a inhibition. 786-0 RCC cells HIF-2a reporter, luciferase luminescence, overnight. inhibition, % at 18.8 µM. hit rate 0.72% among 360,000. AID 624352;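 active = inhibition of the luminescence signal of 40% or more relative to plate controls, in a single-dose primary screen at 18.75 µM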
CaV13 FRET inh – Disruptors of the CACNA1D IQ motif to Ca2+-dependent inactivation inhibitor domain association, primary screening, Förster resonance energy transfer in intact living …; HEK cells, CFP/YFP FRET ICDI-IQ, plate reader, 10 min; percent FRET-ratio fall versus neutral wells; hit rate 0.098% among 340,000; inhibition, % at 12.3 µM;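 active = mean replicate inhibition of at least 30% and at least 1% of replicates passing that level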;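 also: 0% = median of the neutral control wells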
TRPM1 prom inh – inhibitors of MITF-driven TRPM1 promoter in melanoma cells. SK-MEL-5 TRPM1 promoter luciferase, 24 h. inhibition, % at 12.5 µM. hit rate 0.83% among 330,000. AID 488899;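 active = mean inhibition across replicates of 60% or more, whatever share of single replicates reaches that level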; also: values of inactives mirror those of a sister screen read the other way
PDI turbidity – inhibitors of human protein disulfide isomerase; P07237; PDI insulin aggregation turbidity, A650, 90 min; inhibition, % at 10 µM; hit rate 0.052% among 350,000; AID 588391;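 active = mean inhibition across replicates of 30% or more, whatever share of single replicates reach that level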;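 also: absorbance from insulin aggregation driven by PDI reduction with DTT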
Target sequence (P07237 whole entry, looked up): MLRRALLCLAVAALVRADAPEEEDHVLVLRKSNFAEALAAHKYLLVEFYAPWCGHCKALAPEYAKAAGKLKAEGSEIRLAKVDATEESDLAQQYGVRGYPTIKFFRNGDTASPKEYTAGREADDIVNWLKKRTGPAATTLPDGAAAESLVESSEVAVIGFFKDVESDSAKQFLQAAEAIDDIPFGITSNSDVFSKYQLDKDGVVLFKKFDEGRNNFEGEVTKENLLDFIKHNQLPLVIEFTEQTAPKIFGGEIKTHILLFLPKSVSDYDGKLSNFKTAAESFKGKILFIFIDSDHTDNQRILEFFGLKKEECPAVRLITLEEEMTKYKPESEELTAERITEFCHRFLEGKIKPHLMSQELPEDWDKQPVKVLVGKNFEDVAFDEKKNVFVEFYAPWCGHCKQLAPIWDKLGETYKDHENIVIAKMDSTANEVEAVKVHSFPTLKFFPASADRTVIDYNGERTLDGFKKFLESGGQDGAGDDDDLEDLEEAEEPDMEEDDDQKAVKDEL
H9c2 protect – modulators protecting cardiomyocytes from myocardial damage; H9c2 cardiomyocytes, H2O2 injury protection, ATPLite, 2 h; protection from H2O2 cell death, % at 20 µM; hit rate 0.63% among 360,000;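 active = compounds giving at least 50% protection of heart cells from peroxide-induced death in the single-dose screen, raw or plate-pattern-corrected value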;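 also: 0% = DMSO wells with peroxide and 100% = DMSO wells without peroxide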
Peg3 prom inh – reduces Peg3 promoter-driven luciferase expression in HeLa | HeLa PEG-Prom luciferase reporter, luminescence, overnight | inhibition, % at 20 µM | hit rate 1.7% among 360,000 | AID 588405;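 active = inhibition of at least 50% at 20 µM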
NR2E3 ag-1 – human photoreceptor-specific nuclear receptor agonism; CHO-S Gal4-NCOR/VP16-NR2E3 two-hybrid, luciferase; Q9Y5X4; AID 602229; hit rate 0.35% among 360,000; inhibition of corepressor binding, % at 3.98 µM;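 active = inhibition above the mean of all tested compounds plus 3 SD, cut at about 70% in these data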;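 also: 0% = DMSO with NR2E3 transfected cells and 100% = cells lacking NR2E3 construct; higher means lower luciferase signal from less NR2E3 corepressor binding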
Shn3 inh set2 – inhibitors of Schnurri-3 3'UTR reporter in osteoblasts | Clone20 osteoblast Shn3 3'UTR firefly luciferase, 24 h | inhibition, % at 12.5 µM | hit rate 0.52% among 360,000;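 active = mean inhibition of at least 75% with every replicate also reaching 75%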;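 also: 0% = median of neutral control wells and 100% = pilot-screen positive control compound; some compounds past the cut are filed as inactive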
NR2E3 ag-2 – NR2E3 (human) agonism; GST-NR2E3/biotin-RetCOR TR-FRET, 1536-well; inhibition of corepressor binding, % at 4.78 µM; hit rate 0.12% among 320,000; AID 2300;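 active = percent inhibition above the cutoff of mean plus 3 SD of all tested compounds, set per screening campaign, cut at about 20% in these data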;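 also: 0% = DMSO wells and 100% = biotin wells as full block of FRET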
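Material: NR2E3–RetCOR corepressor complex / Amount: 1.35 nM GST-NR2E3 / Medium: Tris pH 7.5 / Compound: single nominal compound dose of 4.8 µM / Incubation: 5 h at 4 °C / Technique: TR-FRET, Eu(K)-anti-GST donor, streptavidin-D2 acceptor, ex 340, em 617/671 nm / Read-out basis: percent loss of FRET ratio relative to control wells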
HTR2A ag – agonists of mouse serotonin 5-HT2A receptor (HTR2A); activation, % at 7.6 µM; P35363; CHO-K1 mHTR2A beta-arrestin complementation, luminescence; percent of 30 µM serotonin response; hit rate 0.66% among 360,000; AID 624169;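 active = activation above a run cutoff, the mean activation of all tested compounds plus 3 SD, cut at about 14% in these data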;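 also: 0% = plate median of compound wells and 100% = 30 µM serotonin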
Target sequence (P35363 whole entry, looked up): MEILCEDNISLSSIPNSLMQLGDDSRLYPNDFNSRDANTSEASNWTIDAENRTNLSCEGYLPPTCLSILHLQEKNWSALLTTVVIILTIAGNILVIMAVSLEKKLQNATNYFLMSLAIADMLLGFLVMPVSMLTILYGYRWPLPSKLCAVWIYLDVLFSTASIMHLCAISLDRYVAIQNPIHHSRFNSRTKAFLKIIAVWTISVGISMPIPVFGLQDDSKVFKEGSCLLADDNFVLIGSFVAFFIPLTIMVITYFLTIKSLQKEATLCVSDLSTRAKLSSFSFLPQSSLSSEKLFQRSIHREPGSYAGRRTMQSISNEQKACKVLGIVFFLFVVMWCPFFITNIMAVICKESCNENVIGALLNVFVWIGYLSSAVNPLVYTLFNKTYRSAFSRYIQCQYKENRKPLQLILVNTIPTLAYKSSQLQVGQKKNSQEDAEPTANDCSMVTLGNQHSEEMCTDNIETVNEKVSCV
hiPSC survival – enhancers of human iPSC single-cell survival | survival enhancement, % at 20 µM | hiPSC single-cell survival, ATPlite luminescence; 100% = ROCK inhibitor wells, 0% = DMSO | hit rate 0.044% among 360,000 | AID 602274; in the data active = survival enhancement above about 18%;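 also: cells exposed to compounds for 16 hours before the ATP read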
Active calls of the source: *; x = no result given.

compound	HIF-2a inh	CaV13 FRET inh	TRPM1 prom inh	PDI turbidity	H9c2 protect	Peg3 prom inh	NR2E3 ag-1	Shn3 inh set2	NR2E3 ag-2	HTR2A ag	hiPSC survival
Cc1ccc(-n2ccnc2SCC(=O)O)c(C)c1	-27	-5	2	-14	4	-51	2	15	-2	1	-1.9
c1ccc(CNc2nc(-c3ccccn3)nc3ccccc23)cc1	-7	-3	27	-1	18	47	95*	64	-3	-9	-0.1
O=C(NCc1ccccc1Cl)c1ccc2c(c1)OCO2	-58	-5	-10	14	-2	-38	2	-4	4	-1	0.3
COc1cccc(C(=O)C2CCCN(C(=O)c3ccccc3Cl)C2)c1 (stereo not drawn)	-20	-14	6	4	-3	-6	-24	-12	-3	2	-0.1
Cc1nnc(NC(=O)c2ccc(S(=O)(=O)N(C)Cc3ccccc3)cc2)o1	5	x	10	-5	8	8	2	18	2	-2	0.3
CC(=O)Nc1ccc(NC(=O)COC(=O)CCCc2c[nH]c3ccccc23)cc1	12	-13	-14	1	0	-3	-14	-12	3	-3	-0.1
CN(Cc1ccccc1)C(=O)c1cccc(NC(=O)Cc2ccc([N+](=O)[O-])cc2)c1	0	14	17	4	-6	21	28	88*	x	-8	-0.5
CCCCOCCCNC(=O)C[C@@H]1C[C@@]2(C(=O)OC)CCCCC=C2N(Cc2ccc(Cl)cc2Cl)C1=O	-14	-5	x	x	x	x	-10	x	x	-6	-0.2
CCCCN(C)C(=O)c1cc2cc3ccc(OC)cc3nc2s1	-18	x	-39	3	-32	-74	-113	-6	0	-3	-2.7
CC(C)(C)n1nnnc1C(c1ccccc1)N1CCN(CCN2CCOCC2)CC1 (stereo not drawn)	0	-5	x	x	x	x	-22	x	x	-4	-0.2
COCCn1nnnc1C(c1cccc(C#N)c1)N1CCCCCC1 (stereo not drawn)	10	-9	7	10	-3	14	8	-7	2	0	1.1
Cc1cccc(C)c1NC(=O)CN1CCN(C(=O)CN2C(=O)NC3(CCCCC3C)C2=O)CC1 (stereo not drawn)	0	-5	-7	-1	3	-5	24	-6	x	9	-0.1
O=C(OCC(=O)N1CCCC1=O)c1ccc(O)cc1O	5	-5	1	7	-4	-16	-70	6	0	-4	0.6
COC(=O)c1c(C)[nH]c(C(=O)C(C)OC(=O)c2ccco2)c1C (stereo not drawn)	8	-2	4	-1	-13	4	-1	71	1	6	-2.9
CCC(C)c1ccccc1NC(=O)CN(C)CCOc1ccc(Cl)cc1 (stereo not drawn)	5	-19	-5	6	-12	30	1	5	4	-10	0.3
CC(C)(C)c1nc(CN2CCOCC2)cc(CN2CCOCC2)c1O	17	-4	-4	-13	1	-2	-26	14	-3	-2	2.9
COc1ccc(C2=NN(C(=O)c3ccccc3)C(c3cccc([N+](=O)[O-])c3)C2)cc1 (stereo not drawn)	1	-5	-4	19	-8	13	5	2	2	3	-0.3
O=C(CN1C(=O)NC2(CCCCCC2)C1=O)NCc1ccccc1Cl	-12	-3	-5	-8	-6	0	-34	6	x	-2	-0.4
CCc1ccc(NC(=O)COC(=O)Cn2cnc3ccccc32)cc1	-28	-7	-6	2	-7	-26	-1	5	x	2	1.3
CN(CC(=O)Nc1ccccc1Cl)C(=O)Cn1cnc2ccc(Cl)cc2c1=O	15	-3	-7	8	-1	2	-12	-17	2	-3	-1.9
Cc1ccc(C(=O)N/C(=C/c2ccco2)C(=O)N2CCCCC2)cc1	15	-3	-2	-5	0	-8	-4	9	3	1	-0.3
C=CCNC(=O)c1ccc(CSc2nc3ccccc3s2)cc1	-178	-2	-9	6	-10	-164	-39	5	1	-5	-0.2
Cc1ccc(NC(=O)c2nc[nH]c2C(=O)N[C@@H](C)c2ccccc2)cc1	-19	-10	-5	-2	-2	-43	-28	-4	0	-3	-3.9
Cc1oc(-c2cccc(Cl)c2)nc1CS(=O)(=O)CC(=O)NCc1ccco1	8	-3	-8	-4	-5	0	-8	3	1	-3	0.1
CCOCC(=O)Nc1c(C(=O)Nc2ccccc2OC)oc2ccccc12	-24	-5	9	-2	-4	0	4	11	-2	-8	-1.6
Cc1ccc(C(C)C)c(OCC(=O)Nc2sc3c(c2C#N)CC(C)(C)NC3(C)C)c1	12	x	-1	5	0	32	-28	26	-3	3	0.0
COc1cc(O)c(C=Nc2ccccc2NS(=O)(=O)c2ccc(C)cc2)c(OC)c1	4	-12	8	9	15	3	1	-3	x	1	1.7
N#C/C(=C1/CCCCCN1)c1nc2ccccc2[nH]1	-196	2	-55	-2	3	-152	-40	-23	1	3	1.1
Cc1ccc(S(=O)(=O)N2[C@@H](c3ccc(C(C)(C)C)cc3)C(C(=O)O)=CC[C@H]2c2cccs2)cc1	16	-7	-4	5	8	7	51	-1	x	7	-0.7
CCOc1ccccc1C(=O)OCC(=O)Nc1ccc(N2CCCCC2)cc1	-35	x	-6	7	-4	-10	-16	-39	3	-4	-2.2
CCCCCC(=O)Nc1ccc(-c2cn3cccnc3n2)cc1	-28	-1	-18	-2	-2	-10	-18	-6	-1	2	0.1
COc1ccccc1NC(=O)CN(Cc1ccco1)C(=O)c1ccc(-n2nc(C)cc2C)cc1	16	-6	-4	1	12	4	10	-25	2	-1	-0.3
CC/C(=N\NC(=O)c1cc(C)nc2ccccc12)c1ccc(C)s1	9	-5	-2	-14	3	-2	-73	-9	2	-3	-0.1
CC(=O)Nc1cc(-c2ccncc2)cn2c(-c3ccccc3)cnc12	0	-11	x	2	11	-6	24	-8	x	-1	1.2
C[C@H](CO)N1C[C@H](C)[C@@H](CN(C)C(=O)Nc2ccc(F)cc2)Oc2ncc(-c3ccc(F)cc3)cc2C1=O	-14	-10	x	10	8	9	5	-23	x	5	-1.1
CC(O)CNCCOc1ccccc1OCc1ccccc1 (stereo not drawn)	-1	6	8	1	-6	16	-31	8	0	-8	-0.7
O=C1CSC(c2ccccc2)N1Cc1ccccn1 (stereo not drawn)	8	-1	12	1	4	-1	-26	10	x	-5	-0.5
O=C(NCc1ccc(F)cc1)C1CCN(C(=O)NCc2ccccc2)CC1	19	-5	13	0	3	22	-12	-5	-3	-1	2.7
Cc1cc(C)n(-c2ccc(C(=O)NC3CCCCC3)cc2)n1	-84	-1	-12	-2	4	-70	-7	-24	5	-3	0.8
CCC1CCCCN1C(=O)CSc1nc(N)c(NC(=O)c2ccco2)c(=O)[nH]1 (stereo not drawn)	7	-3	4	x	16	8	11	9	0	4	4.2
Cc1c(C)c(C)c2[nH]c(-c3ccc4c(c3)OCO4)nc2c1C	-109	x	-29	2	-12	-93	-54	-25	-2	-5	-0.5
Cc1oc2cc3oc(=O)c(CC(=O)O)c(C)c3cc2c1-c1ccccc1	21	-22	-11	-2	-3	22	-6	-17	1	-12	-0.2
Cc1ccc(CS(=O)(=O)c2nsc(C)c2C#N)cc1	-17	-7	-9	3	4	-9	-5	-5	-3	1	1.0
COc1ccc(Oc2c(C)nc(SCC(=O)c3ccc(Cl)cc3)[nH]c2=O)cc1	26	-5	8	-5	-4	6	-25	6	-4	-4	1.3
CN(C)C(=O)CCc1ccc2c3c([nH]c2c1)[C@]1(CCc2ccccc2)[C@@H](C(=O)N2CCCCC2)C[C@H](CC(=O)NCc2ccco2)C(=O)N1CC3	1	-6	16	1	10	-5	-13	20	x	-1	-1.6
Fc1ccc(C2c3cccn3CCN2C(=S)Nc2cccc(Br)c2)cc1 (stereo not drawn)	21	-2	-2	3	-3	9	13	-11	4	-8	-0.2
Cc1cccc(N2C(=O)CC(SC(N)=Nc3ccccc3)C2=O)c1 (stereo not drawn)	28	4	-4	0	1	11	3	-8	3	-2	-1.4
COc1ccc(NS(=O)(=O)c2cccc(C(=O)NNC(=O)c3cccc(NC(C)=O)c3)c2)cc1	5	-6	-8	3	-5	-18	5	-4	-1	-5	-0.4
CNC(=O)c1c(O)c2cccc3c2n(c1=O)CCC3	4	-6	6	4	6	49	-16	16	x	11	-0.6
c1ccc(N2CCN(c3nc(NCc4ccco4)c4ccccc4n3)CC2)cc1	-69	-7	-27	-2	-25	-2	-55	82	1	-9	3.2
CC(=O)N(C(C)=O)N1C(=O)C2C3c4ccccc4C(c4ccccc43)C2C1=O (stereo not drawn)	2	0	x	4	-6	32	-6	7	1	11	3.0
O=c1c2ccccc2[nH]c(=S)n1CC1CCCO1 (stereo not drawn)	7	-1	-5	-7	2	18	-16	20	1	0	-0.2
OCCCNCc1ccc(N(c2ccccc2)c2ccccc2)cc1	18	-8	57	15	10	47	4	1	1	-4	-0.3
COc1ccccc1/C=C/C(=O)OCCN1CCOCC1	-42	-3	-9	16	3	-31	-24	2	-1	-1	-1.0
COc1ccc(C(C(=O)NC(C)(C)C)N(C(=O)CCC(=O)Nc2cc(C)on2)c2cc(C)cc(C)c2)cc1 (stereo not drawn)	7	-4	8	-3	4	6	-17	10	4	4	-0.6
COC(=O)c1cc(C(=O)OC)[nH]n1	17	-5	-1	0	-3	6	-31	-12	-4	-4	-0.9

(list continues)
compound	HIF-2a inh	CaV13 FRET inh	TRPM1 prom inh	PDI turbidity	H9c2 protect	Peg3 prom inh	NR2E3 ag-1	Shn3 inh set2	NR2E3 ag-2	HTR2A ag	hiPSC survival
COc1ccc(/C=C(/NC(=O)c2ccccc2)c2nc3ccccc3[nH]2)cc1OC	-23	-1	0	-4	18	-1	-24	-1	1	0	-2.1
O=C(Nc1ccc(N2CCOCC2)cc1N1CCOCC1)c1ccccc1	-1	-2	1	-5	0	4	-42	-6	x	-4	2.3
CCNC(=O)CN(c1ccc(Br)c(C)c1)S(C)(=O)=O	10	-4	-1	1	2	5	-14	9	2	1	-2.9
CCOC(=O)CSc1nnc(CNC(=O)c2ccc(S(=O)(=O)N3CCOCC3)cc2)n1C	18	-4	-5	2	0	9	12	41	2	1	-1.2
CC(c1ccccc1)N1CC(C(=O)N2CCN(c3ccc(F)cc3)CC2)CC1=O (stereo not drawn)	8	-5	7	3	-4	12	-3	9	-2	1	0.3
NNC(=O)[C@@H]1C[C@@H]1c1ccccc1	9	-4	4	10	-1	10	0	-6	3	-3	-0.6
C/[N+]([O-])=C\c1coc2ccccc2c1=O	4	x	10	-11	-2	6	-14	6	-1	0	4.0

An unsorted share of the library. Share with any hit: about 3.9%.
